Assay outcomes deposited in PubChem BioAssay by National Center for Advancing Translational Sciences (NCATS).
APE1 inh = blocks human APE1 abasic DNA cleavage. recombinant APE1, TAMRA/BHQ-2 abasic DNA cleavage fluorescence. Potency, µM (series often up to 65.8 µM), inactives show at the highest dose activity change, negative = inhibition, actives largely listed as inhibitors. 350,000 compounds, 0.35% hits. AID 2517;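 also: plate controls were vehicle for no effect and reference inhibitor for full effect; nearly all actives have a fitted effect of over 55% in size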
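Readout is kinetic fluorescence (ex 525, em 598 nm) from cleavage of 50 nM TAMRA/BHQ-2 THF abasic duplex by 0.75 nM APE1, compound added 15 min beforehand at RT.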
Pol kappa inh = DNA polymerase kappa (human) inhibition; Q9UBT6; purified Pol kappa, fluorescent DNA synthesis assay, 10 min; Potency, µM (series often up to 107 µM), without a hit: top-dose activity, negative = inhibition, usual class: inhibitors; 400,000 compounds, 0.53% hits; also: % is scaled to controls: 0 for no effect and ±100 for the full control effect
Target sequence (Q9UBT6 whole entry, looked up): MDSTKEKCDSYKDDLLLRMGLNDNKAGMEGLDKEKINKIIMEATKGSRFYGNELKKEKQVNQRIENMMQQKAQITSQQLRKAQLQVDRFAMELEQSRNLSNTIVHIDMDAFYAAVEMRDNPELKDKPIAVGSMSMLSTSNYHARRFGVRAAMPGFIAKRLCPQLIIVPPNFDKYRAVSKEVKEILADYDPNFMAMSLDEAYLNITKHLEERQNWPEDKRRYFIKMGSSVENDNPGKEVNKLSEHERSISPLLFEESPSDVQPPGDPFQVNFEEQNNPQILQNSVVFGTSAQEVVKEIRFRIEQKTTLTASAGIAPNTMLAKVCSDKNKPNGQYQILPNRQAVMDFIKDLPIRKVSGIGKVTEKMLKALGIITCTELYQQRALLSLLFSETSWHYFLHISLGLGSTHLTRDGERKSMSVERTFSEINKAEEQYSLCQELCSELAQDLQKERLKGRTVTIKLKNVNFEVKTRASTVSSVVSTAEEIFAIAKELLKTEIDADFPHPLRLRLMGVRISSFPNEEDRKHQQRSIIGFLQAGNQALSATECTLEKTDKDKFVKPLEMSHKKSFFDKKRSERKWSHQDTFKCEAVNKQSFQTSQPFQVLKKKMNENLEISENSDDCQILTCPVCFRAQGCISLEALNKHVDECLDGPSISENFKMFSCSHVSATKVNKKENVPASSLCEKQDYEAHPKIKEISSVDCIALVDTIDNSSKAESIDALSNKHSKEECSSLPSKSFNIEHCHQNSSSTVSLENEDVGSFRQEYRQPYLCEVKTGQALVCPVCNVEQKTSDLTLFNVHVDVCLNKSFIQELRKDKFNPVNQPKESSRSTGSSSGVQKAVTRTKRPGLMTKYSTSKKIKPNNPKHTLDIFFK
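Activity was followed as the change in fluorescence between reads at 0 and 10 min after starting the reaction with 50 nM substrate. Beforehand, 10 nM polymerase had been preincubated with compound for 15 min at room temperature.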
BLM inh = inhibitors of human Bloom syndrome helicase BLM. P54132. recombinant BLM DNA unwinding, fluorescence dequenching. Potency, µM (top dose mostly 56.1 µM), inactives show top-dose activity change, negative = inhibition, most hits filed as inhibitors. 350,000 compounds, 0.2% hits;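 also: plate controls were vehicle for no effect and no enzyme for full effect; nearly all actives have a fitted effect of over 35% in size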
POLI inh = blocks human DNA polymerase iota activity | Pol iota fluorescent replication assay, 10 min | Potency, µM (top dose mostly 115 µM), without a hit: at the top dose activity, negative = inhibition, hits mostly inhibitors | 390,000 compounds, 1% hits | AID 588590
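Fluorescent replication assay read twice, at 0 min and 10 min after adding 50 nM (final) substrate. Enzyme (10 nM) and compounds were first incubated 15 min at room temperature; enzyme-free buffer wells were negative controls.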
BAZ2B inh = inhibitors of human BAZ2B bromodomain; 360,000 compounds, 4.4% hits; Potency, µM (highest dose often 114 µM), for inactives: at the highest dose activity change, negative = inhibition, most hits filed as inhibitors; AlphaScreen BAZ2B-H3K14Ac peptide displacement; Q9UIF8; also: % is scaled to controls: 0 for no effect and ±100 for the full control effect; nearly all actives have a fitted effect of over 60% in size
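In this displacement format the biotinylated H3(5-23) peptide acetylated at Lys14 serves as ligand at 50 nM, with BAZ2B at 50 nM in PBS pH 7.4 containing 0.01% Tween-20. Donor and acceptor beads are 10 ug/mL final.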
JMJD2A Tudor inh = blocks the human JMJD2A Tudor domain | AID 504339 | O75164 | Potency, µM (series often up to 114 µM), for inactives: at the highest dose activity change, negative = inhibition, actives largely listed as inhibitors | AlphaScreen JMJD2A-Tudor / H3K4me3 peptide binding | 390,000 compounds, 4.4% hits; also: % is scaled to controls: 0 for no effect and ±100 for the full control effect; nearly all actives have a fitted effect of over 50% in size
POLB inh = blocks human DNA polymerase beta activity. P06746. Pol beta primer extension/strand displacement, fluorescence kinetic. Potency, µM (highest dose often 114 µM), for inactives: top-dose activity change, negative = inhibition, hits mostly inhibitors. 340,000 compounds, 1.3% hits; also: % is scaled to controls: 0 for no effect and ±100 for the full control effect
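Kinetic readout of DNA synthesis with strand displacement by Pol beta. Compound and 10 nM enzyme sit 15 min at room temperature; 50 nM substrate starts the reaction, read immediately and at 10 min.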
G9a block = G9a (human) methyltransferase inhibition; Q96KQ7; G9a H3K9 monomethylation, AlphaScreen, 2 h; Potency, µM (series often up to 102 µM), for inactives: at the highest dose activity, negative = inhibition, most hits filed as inhibitors; 350,000 compounds, 8.8% hits; also: % is scaled to controls: 0 for no effect and ±100 for the full control effect; nearly all actives have a fitted effect of over 75% in size
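Step 1: enzyme (final 20 nM) with compound, 15 min RT. Step 2: substrate peptide 500 nM and SAM 20 uM, 2 h RT. Step 3: anti-H3K9me1 antibody and AlphaScreen beads, 10 min, then plate read.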
Pol eta inh = blocks human DNA polymerase eta activity; Q9Y253; recombinant Pol eta, fluorescent DNA replication assay; Potency, µM (doses to about 114 µM), without a hit: top-dose activity change, negative = inhibition, usual class: inhibitors; 390,000 compounds, 1.2% hits; AID 588591; also: % is scaled to controls: 0 for no effect and ±100 for the full control effect
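Fluorescent replication assay: 50 nM final substrate added after a 15 min room-temperature compound preincubation with 10 nM enzyme. Signal taken at 0 min and again at 10 min.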
* hit, by the source's call; u = inconclusive; x = not tested or not shown; [ ] = another dose, or the depositor's remark. Calls follow the shape of the dose curve; as a rule, active = well fitted curve in the direction sought with a large enough effect; inconclusive = small, poorly fitted or top-dose-only effect, or another doubt; inactive = no such curve, though single readings can be large; an effect the other way counts as inactive or inconclusive. Potency is read from the fitted curve at half-maximal effect.

molecule,APE1 inh,Pol kappa inh,BLM inh,POLI inh,BAZ2B inh,JMJD2A Tudor inh,POLB inh,G9a block,Pol eta inh
O=C(Cn1cnc2c(nnn2Cc2ccccc2)c1=O)NCC1CCCO1 (stereo not given),-1%,8%,-1%,4%,-5%,0%,0%,-22%,-16%
Cc1noc(C)c1C(=O)N1CCC2(CCCN(c3ccccc3)C2)CC1,14%,2%[60.1 µM],1%,x,x,x,x,-1%[12.7 µM],x
N/C(=N\OC(=O)COc1ccc(Br)cc1Cl)c1ccccn1,-10%,-13%,-6%,-3%,7%,79µM*,23%,u,-20%
Cc1cc(C)cc(NS(=O)(=O)c2ccc3[nH]cc(C(=O)N(C)Cc4ccccc4)c(=O)c3c2)c1,x,-7%,-3%,u,x,-30%,-23%,-24%[59 µM],-8%
Cc1ccccc1OCCC(=O)OCC(=O)N1CCN(S(=O)(=O)c2ccc(Cl)cc2)CC1,12%,-4%,x,14%,-4%,-3%,x,-1%[59 µM],-15%
Cc1ccc2c(C(=O)CCl)c(C)[nH]c2c1,u,-8%,-7%,10µM*,-16%,-2%[11.4 µM],8%,4%[12.7 µM],u
Cc1ccc(Cl)cc1NC(=O)CN1C(=O)C(C)(C)c2cc(S(=O)(=O)N3CCCCC3)ccc21,x,-16%[60.1 µM],-7%,-3%,-13%,-17%,-8%,0%[59 µM],-15%
O=C1C(Cc2ccccc2)Nc2ncnc(N3CCCCC3)c2N1Cc1ccccc1 (stereo not given),-24%,-17%,x,u,x,u,x,x,-5%
CN(c1cccc(NC(=O)c2ccc(N(C)S(=O)(=O)c3ccccc3)cc2)c1)S(C)(=O)=O,-4%,-3%,-10%,u,-18%,u,17%,11%[12.7 µM],-17%
CCOC(=O)N1CCN(S(=O)(=O)c2ccc3[nH]cc(C(=O)O)c(=O)c3c2)CC1,-9%,8%,-2%,2%,u,u,u,-7%[12.7 µM],u
COc1ccc2c(C)cc(N3CCN(Cc4ccccc4)CC3)nc2c1,4%,-2%[60.1 µM],-7%,-23%,3%,-5%,11%,14%[2.33 µM],-4%
COc1cc(C(=O)N/N=C(\Cc2ncc[nH]2)c2ccccc2)cc(OC)c1OC,u,-18%,1%,152%[activator],-37%,-18%,-1%,-4%,-25%
Cc1cc(C)n2nc(C)c(-c3ccc(Cl)cc3)c2n1,-8%,-6%,1%,11%,42%[activator],28%,35%,x,-7%
CCCOc1ccccc1/C=N/NC(=O)C1CC1,29%,1%,0%,21%,-8%,-4%,-8%,u,-21%
CCOC(=O)N1CCN(C(=O)CSc2ccc(C(F)(F)F)cc2[N+](=O)[O-])CC1,10%,5%,0%,139%[activator],-15%,-4%,14%,8%,-13%
Cc1cc(C)n(-c2ccc(C(=O)OC(C)C(=O)Nc3ccc(C(N)=O)cc3)cc2)n1 (stereo not given),-2%,2%,x,-11%,0%,-1%,x,79µM*,-15%
Cc1nc(-c2ccccc2)sc1CCNS(=O)(=O)c1ccc(Br)cc1,x,-10%[60.1 µM],-7%,-13%,-3%,-10%,6%,8%[59 µM],-9%
COc1ccccc1OCCOCCOc1ccc(C)cc1Br,-1%,-6%,-4%,13%,140%[activator],104%[activator],2%,142%[activator][59 µM],-13%
CN1CCN(C(=O)N2c3ccccc3CCc3ccccc32)CC1,0%,-2%,-4%,18%,-4%,-17%,-5%,1%,-24%
COCCCNC(=O)CN(c1ccc(Cl)c(Cl)c1)S(C)(=O)=O,15%,-16%,3%,-4%,-4%,-6%,21%,-19%,-11%
COc1ccc(N2C(=O)CC(N3CCCCC3)C2=O)cc1 (stereo not given),-4%,13%,0%,3%,-16%,-14%,-6%,u,-6%
O=C(COC(=O)Cc1ccc(S(=O)(=O)N2CCOCC2)s1)NCc1ccc(Cl)cc1,-9%,-40%,-10%,u,u,-22%[57.1 µM],u,u,u
CCOc1ccc(NC(=O)CCN2CCN(S(=O)(=O)c3ccc(Cl)cc3)CC2)cc1,-1%,-10%[60.1 µM],-1%,2%,-2%,-7%,1%,6%,7%
N#Cc1ccc(C(=O)Nc2cc(-c3ccccc3)nn2-c2ccccc2)cc1,-1%,-10%,x,25%,49%[activator],-19%,x,-2%[12.7 µM],-16%
Cc1nn(-c2ccccc2)c(C)c1/C=N/N1CCN(c2ccccn2)CC1,0%,1%,-2%,18%,45µM*,u,-2%,u,-2%
Cc1cccc(NC(=O)/C(C#N)=C/c2cn(CC(=O)NCc3ccco3)c3ccccc23)c1,2%,1%,-3%,20%,-2%,-1%,21%,12%[59 µM],-1%
Cc1ccc(NC(=S)NNC(=O)Cn2nc(C(F)F)cc2C(F)F)cc1,1%,-13%,0%,-1%,6%,-4%,79%,u,-9%
O=C(CCCn1c(=O)[nH]c2cc(Cl)ccc2c1=O)NC1CCCCCC1,3%,-4%,-2%,-10%,5%,2%,4%,-5%,-3%
COCCN1C(=O)c2ccc(C(=O)Nc3cccnc3)cc2C1=O,-3%,-3%,-5%,28%,0%,-12%,16%,2%[12.7 µM],-17%
CCCS(=O)(=O)N1CCCC(C(=O)NCCCN2CCN(c3cccc(Cl)c3)CC2)C1 (stereo not given),-1%,-12%,0%,-7%,-9%,-16%,17%,x,-6%

Four compounds from above, arranged by molar mass, largest number first:
molecule,APE1 inh,Pol kappa inh,BLM inh,POLI inh,BAZ2B inh,JMJD2A Tudor inh,POLB inh,G9a block,Pol eta inh
O=C(COC(=O)Cc1ccc(S(=O)(=O)N2CCOCC2)s1)NCc1ccc(Cl)cc1,-9%,-40%,-10%,u,u,-22%[57.1 µM],u,u,u
CCOC(=O)N1CCN(S(=O)(=O)c2ccc3[nH]cc(C(=O)O)c(=O)c3c2)CC1,-9%,8%,-2%,2%,u,u,u,-7%[12.7 µM],u
N/C(=N\OC(=O)COc1ccc(Br)cc1Cl)c1ccccn1,-10%,-13%,-6%,-3%,7%,79µM*,23%,u,-20%
COc1ccc(N2C(=O)CC(N3CCCCC3)C2=O)cc1 (stereo not given),-4%,13%,0%,3%,-16%,-14%,-6%,u,-6%

(further entries)
molecule,APE1 inh,Pol kappa inh,BLM inh,POLI inh,BAZ2B inh,JMJD2A Tudor inh,POLB inh,G9a block,Pol eta inh
CCCC(C)NC(=O)COc1ccc(S(=O)(=O)N2CCCC2)cc1 (stereo not given),1%,5%,2%,23%,-2%,-9%,2%,x,-5%
O=S(=O)(NCCc1ccc(F)cc1)c1cc(C(F)(F)F)ccc1Br,x,0%,x,9%,x,23%,x,x,-21%
Cc1cc(C(=O)CN2CCCC(C)C2)c(C)n1-c1ccc(F)cc1 (stereo not given),21%,-2%,3%,29%,-16%,-30%,12%,u,-5%
O=C(O)c1ccc(NS(=O)(=O)c2cccc3nsnc23)cc1,1%,5%,1%,22%,-1%,-15%,1%,-1%[59 µM],-11%
O=S(=O)(c1ccccc1)N1CCN(c2nnc(-c3ccccc3)c3ccccc23)CC1,3%,-7%,-6%,17%,-30%,-30%,21%,0%,-10%
COC(=O)CN(Cc1ccccc1)S(=O)(=O)c1ccc(OC)c(OC)c1,0%,-6%,1%,21%,6%,3%,17%,34%[activator],-10%
COc1ccc(OC)c(S(=O)(=O)NCc2csc(-c3ccccc3)n2)c1,9%,-2%,0%,-2%,-4%,-6%,0%,10%[59 µM],5%
COc1cccc(/C=N/N=C(\N)c2nonc2N)c1O,-5%,-14%,-2%,15%,-21%,-11%[11.4 µM],5%,21%,-1%
CCOC(=O)c1cnc2cc(-c3ccc(OCC)cc3)nn2c1-c1ccccc1,x,-8%,0%,12%,7%,5%,-1%,9%[59 µM],-3%
COc1ccc(C(=O)NCC(=O)OC2CCCCC2=O)cc1 (stereo not given),3%,-11%,-2%,-4%,13%,-9%,12%,12%,11%
O=C(CNC(=O)c1ccc(Br)o1)NCC1CCCO1 (stereo not given),11%,2%,1%,40%[activator],-1%,-12%,30%,37%[activator],-19%
Clc1ccc(OCc2nn3c(-c4ccccc4)nnc3s2)c(Cl)c1,-8%,-4%,-2%,0%,2%,-6%,-5%,u,-19%
O=C(Nc1cccc(CNCCc2c[nH]c3ccccc23)c1)c1ccccc1Cl,18%,10%,3%,0%,50µM*,45µM*,17%,28µM*,-16%
Cc1ccc(NC(=O)COc2ncnc3c(Cl)cc(Cl)cc23)cc1[N+](=O)[O-],3%,-2%,-1%,-6%,-10%,-13%,-25%,-1%[59 µM],-16%
CN1CCN(C(CNC(=O)c2ccccc2F)c2ccc3c(c2)OCO3)CC1 (stereo not given),x,-2%[60.1 µM],4%,28%,1%,-5%,16%,-31%[59 µM],u
O=C(c1cccs1)N(Cc1cccnc1)c1nc2c(F)cc(F)cc2s1,x,-3%[60.1 µM],-4%,14%,-2%,-26%,-3%,-1%[59 µM],-11%
CC1=C/C(=N\NC(=S)Nc2cccnc2)CC(C)(C)C1,-5%,-8%,1%,97%[activator],x,u,17%,u,-11%
O=C(CN1CCCC1)NN=C(c1ccccc1)c1ccccc1,-3%,-6%,-1%,-18%,-1%,-6%,26%,4%,-10%
CSCC(=O)N1CCCC(N2CCN(c3ccc(F)cc3)CC2)C1 (stereo not given),12%,-1%,-1%,-11%,5%,-13%,26%,6%,6%
Cc1cccc(C)c1NC1=NCCCCC1,6%,-23%,-1%,167%[activator],-14%,-6%,37%[activator],-4%,-22%
Cn1c(CSCc2ccc(F)cc2)nnc1SCC(=O)Nc1nccs1,-7%,-22%,0%,7%,0%,-13%,28%,21%[59 µM],-2%
Cc1ccc2c(c1)[C@H]1[C@H](CO2)[C@H](c2ccccc2)[C@]2(C)C(=O)N(Cc3ccco3)CC(=O)N12,-8%,-14%,x,u,x,u,x,x,u
Cc1ccc(S(=O)(=O)N2CC(=NO)C2)cc1,1%,7%,-1%,0%,-4%,-6%,19%,45µM*,-8%
O=C1/C(=C/c2ccco2)SC(=S)N1c1cccnc1,4µM*,8.9µM*,32µM*,u,10µM*,8.9µM*,1.6µM*,x,2.8µM*
CNC(=O)c1cc2ccc(OC)cc2oc1=O,0%,0%,2%,18%,-1%,6%,12%,u,-10%

This is a subset (hit frequency here may not be typical).
